From PubChem BioAssay
GAA850 FXN act = activators of GAA850 frataxin (FXN) promoter. HEK293 lucGAA850 FXN promoter luciferase reporter, 24 h; percent of 10 µM SAHA response. activation, % at 6 µM. 360,000 tested, 0.56% active. AID 540364;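 active = activation above the average of all compounds screened plus 3 SD, cutoff fixed separately per campaign, cut at about 7.5% in these data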;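 note: 0% = DMSO wells and 100% = 10 µM SAHA wells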
Tn6 DDE FP = inhibitors of Tn6 peptide binding to human fibrin DD(E); P02675; Fibrin DD(E) TRITC-Tn6 fluorescence polarization displacement; inhibition, % at 8.3 µM; 370,000 tested, 0.21% active; AID 720509;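 active = inhibition above a per-campaign cutoff: mean of compounds within control limits plus 3 SD, cut at about 15% in these data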;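 note: 0% = median of all compound wells on the plate and 100% = blocking peptide control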
GC-B act = GC-B (human) receptor activation; P20594; 370,000 tested, 0.11% active; HEK293-GC-B cells, CNP EC30, cGMP TR-FRET; 0% at EC30 CNP, 100% saturating CNP; activation, % at 10 µM;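 active = activation at 10 µM reaching about 35% in either raw or pattern-adjusted values, limit read from the data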
ARFGAP1 inh = inhibitors of rat ARFGAP1 | Q62848 | Arfgap1-stimulated ARF1 GTP hydrolysis, GDP FP detection | inhibition, % at 16.5 µM | 360,000 tested, 0.26% active | AID 651572;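 active = inhibition above a per-plate limit, mean inhibition of low control wells plus 3 SD, cut at about 25% in these data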;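 note: 0% = DMSO wells with enzyme and 100% = wells lacking Arfgap1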
Target sequence (Q62848 1-136 limits assumed): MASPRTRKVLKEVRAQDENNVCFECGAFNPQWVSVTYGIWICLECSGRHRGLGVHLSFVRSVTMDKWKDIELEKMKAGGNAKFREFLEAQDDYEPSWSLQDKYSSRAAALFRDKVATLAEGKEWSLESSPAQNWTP
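material = rat Arfgap1 catalytic domain, aa 1-136 | also added = human ARF1(Δ1-17)-GTP substrate | compound dosing = one concentration, 16.5 µM, DMSO 1.26% | times = GTP hydrolysis reaction 2 h at 25 °C | measured by = FP, GDP Alexa 633 tracer displaced from anti-GDP antibody, 620/688 nm | evaluation = percent inhibition of Arfgap1-stimulated GTP hydrolysis | replication = single well per compound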
ASAP1 inh = inhibitors of human ASAP1 ArfGAP activity; Q9ULH1; 360,000 tested, 0.19% active; ASAP1-stimulated ARF1 GTP hydrolysis, GDP FP detection; inhibition, % at 16.5 µM; in the data active = inhibition above about 25%;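 note: 0% = vehicle with enzyme and substrate and 100% = no enzyme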
proKLK7 act = proKLK7 (human) activation, primary screen. P49862. purified proKLK7, EDANS-DABCYL substrate fluorescence; 100% is mature enzyme control, 0% vehicle. activation, % at 7 µM. 370,000 tested, 0.9% active;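 active = activation above the mean of all tested compounds plus 3 SD, computed per campaign excluding outliers beyond control limits, cut at about 13% in these data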
Target sequence (P49862 whole entry, looked up): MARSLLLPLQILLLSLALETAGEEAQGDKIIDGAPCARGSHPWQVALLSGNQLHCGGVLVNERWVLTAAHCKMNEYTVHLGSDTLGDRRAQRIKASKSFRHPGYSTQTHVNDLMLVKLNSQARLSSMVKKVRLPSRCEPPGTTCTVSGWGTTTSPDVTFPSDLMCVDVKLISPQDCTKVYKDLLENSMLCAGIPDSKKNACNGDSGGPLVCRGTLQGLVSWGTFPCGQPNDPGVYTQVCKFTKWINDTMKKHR
ADAM10 inh = inhibits human ADAM10; AID 720582; 370,000 tested, 0.62% active; O14672; recombinant ADAM10, EDANS/DABCYL FRET peptide cleavage, 3 h; inhibition, % at 7 µM;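 active = inhibition above a per-campaign cutoff equal to the mean of compounds falling between control-based bounds plus 3 SD, cut at about 20% in these data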;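 note: 0% = DMSO wells while the 100% control is not disclosed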
Target sequence (O14672 214-748 limits assumed): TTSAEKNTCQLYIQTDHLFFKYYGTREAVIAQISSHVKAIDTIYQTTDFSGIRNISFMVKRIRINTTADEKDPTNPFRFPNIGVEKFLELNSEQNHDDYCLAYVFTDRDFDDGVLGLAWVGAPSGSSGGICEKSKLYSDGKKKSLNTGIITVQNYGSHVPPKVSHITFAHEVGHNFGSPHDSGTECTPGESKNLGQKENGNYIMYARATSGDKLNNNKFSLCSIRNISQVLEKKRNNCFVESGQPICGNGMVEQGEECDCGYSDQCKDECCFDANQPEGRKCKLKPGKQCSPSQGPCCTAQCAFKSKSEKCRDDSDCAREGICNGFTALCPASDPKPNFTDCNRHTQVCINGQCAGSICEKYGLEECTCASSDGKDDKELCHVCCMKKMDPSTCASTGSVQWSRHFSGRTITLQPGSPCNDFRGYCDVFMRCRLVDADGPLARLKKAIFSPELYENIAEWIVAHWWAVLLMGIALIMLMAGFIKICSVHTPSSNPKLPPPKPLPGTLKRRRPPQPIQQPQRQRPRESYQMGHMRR
HGIII-sPLA2 inh = Blocks human group III sPLA2 activity; AID 743126; Q9NZ20; 370,000 tested, 0.56% active; QFRET BODIPY PC-A2 liposome hydrolysis, fluorescence; inhibition, % at 12.2 µM;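 active = inhibition above mean plus 3 SD of compounds lying within the high and low control bounds, cut at about 19% in these data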;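 note: 0% = median of test compound wells and 100% = no enzyme DMSO wells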
rCAG RNA binder = binds r(CAG) RNA repeats | 370,000 tested, 1.3% active | inhibition, % at 3 µM | AID 651821 | r(CAG) RNA repeat, TO-PRO-1 dye displacement fluorescence;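 active = inhibition above the plate cutoff, the mean of all test compounds on that plate plus 3 SD, cut at about 35% in these data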;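 note: 0% = DMSO alone and 100% = 100 µM mitoxantrone as full dye displacement; higher means more dye released from RNA so lower well fluorescence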
NPR1 activator = GC-A (human) enzyme activation. P16066. HEK293 GC-A cells, cGMP TR-FRET, EC30 ANP; 0% at EC30 ANP, 100% saturating ANP. activation, % at 10 µM. 370,000 tested, 0.14% active; in the data active = activation above about 40%
* hit, by the source's call; i = inactive; x = no result given.

nr | compound | GAA850 FXN act | Tn6 DDE FP | GC-B act | ARFGAP1 inh | ASAP1 inh
1 | Cc1ccc(S(=O)(=O)N(C)CC(=O)NNC(=O)CCNS(=O)(=O)c2cccc(C)c2)cc1 | 0.5 | 4 | 6 | -2 | 3
2 | CC(S(=O)(=O)c1ccccc1)S(=O)(=O)c1ccccc1 | 0.0 | -3 | 3 | -14 | -10
3 | Cc1cccc2cc(C(c3nnnn3C(C)(C)C)N(Cc3ccco3)CC3CCCO3)c(=O)[nH]c12 (stereo not drawn) | -1.3 | -1 | -1 | -9 | 2
4 | Cc1ccc2cc(C#N)c(SCc3nnc(-c4ccccc4[N+](=O)[O-])o3)nc2c1 | 2.2 | 4 | -9 | 7 | -7
5 | Cc1cc(/C=C2\SC(=S)N(C)C2=O)c(C)n1-c1cccc(O)c1 | -10 | 8 | -3 | 4 | 3
6 | O=C(COc1ccccc1)Nc1nnc(-c2ccc(Cl)s2)o1 | 0.2 | 4 | -4 | 6 | 8
7 | CCOC(=O)c1c(C)n(C)c2ccc(OCC(O)CN3CCCCCC3)cc12 (stereo not drawn) | -2.5 | 2 | -5 | 10 | -4
8 | O=C(NNC(=O)c1ccccc1-n1cccc1)c1ccccc1 | 1.7 | 4 | 4 | 4 | -7
9 | CCN(Cc1ccccc1)c1c(C(=O)O)cnc2c1cnn2C | 2.4 | 0 | 3 | -4 | -15
10 | COc1ccccc1CN1CC(C(=O)NCc2ncccc2C)CCC1=O (stereo not drawn) | 0.8 | 2 | 8 | 7 | -1
11 | Cc1cccn2cc(-c3ccc(S(=O)(=O)N4CCCCC4)cc3)nc12 | 1.1 | -2 | -2 | 9 | -4
12 | O=C(Cc1ccc2c(c1)OCCO2)c1c(O)cc(O)cc1O | 2.6 | 8 | 2 | -5 | 5
13 | COc1ccc(/C=C/CN2CCN(Cc3ccc(F)cc3)C(CCO)C2)cc1 (stereo not drawn) | -1.4 | 3 | 0 | 9 | 1
14 | CC1CCN(C(=O)c2ccc(N(C)S(C)(=O)=O)cc2)CC1 | 0.4 | -10 | 7 | 7 | -4
15 | CCCCOC(=O)C1=C(N)N2C(=O)C(C)SC2=C(C(=O)OCC)C1c1ccc(O)c(OC)c1 (stereo not drawn) | 1.6 | 5 | -9 | 5 | 5

nr | proKLK7 act | ADAM10 inh | HGIII-sPLA2 inh | rCAG RNA binder | NPR1 activator
1 | -0.1 | -5 | -7 | 3 | -2
2 | 0.7 | -6 | 10 | -1 | -2
3 | 0.0 | -50 | 0 | 3 | -6
4 | 0.7 | 6 | -2 | 2 | -2
5 | 1.6 | -2 | -5 | 8 | -9
6 | -0.6 | -103 | 1 | 9 | 12
7 | -0.1 | -8 | -1 | 5 | 0
8 | -0.1 | -10 | 2 | 2 | -2
9 | -0.2 | -5 | 5 | 3 | 1
10 | -0.2 | -7 | 1 | -7 | 5
11 | -22 | i | -8 | -3 | 6
12 | -0.8 | 5 | -9 | 17 | 4
13 | 0.3 | 11 | -14 | -8 | 8
14 | -0.3 | -1 | 6 | -3 | -1
15 | -0.5 | 0 | -20 | 9 | -14

Continued.
nr | compound | GAA850 FXN act | Tn6 DDE FP | GC-B act | ARFGAP1 inh | ASAP1 inh
16 | COc1ccccc1C(=O)N1CCN(C(=O)c2oc3ccc(C)cc3c2C)CC1 | 1.7 | 1 | 1 | -5 | -7
17 | Cc1ccc(Cl)cc1NC(=O)C(=O)N/N=C/c1ccc2c(c1)OCO2 | 1.0 | 1 | 0 | -2 | -5
18 | C#CCNC(=O)C1=C[C@@H](c2ccccc2)C[C@@H](OCCCCO)O1 | 0.2 | 1 | 0 | 5 | 0
19 | CCN(CC(=O)Nc1ccccc1C(F)(F)F)C(=O)CCS(=O)(=O)c1ccc(C)cc1 | 0.2 | -2 | 3 | -3 | -2
20 | COc1cccc(C(=O)N2CCC(n3nccc3NC(=O)CCOc3ccccc3)CC2)c1 | 1.5 | 6 | 4 | 0 | 1
21 | COc1ccc(C(=O)NCc2ccc3c(c2)cc(C)n3C)cc1 | 0.8 | 19* | 3 | 6 | 0
22 | CCCn1c(SCC(=O)Nc2cc(C(=O)O)ccc2C)nc2sc3c(c2c1=O)CCC3 | 0.8 | 6 | 0 | -6 | 11
23 | CSc1nc(-c2ccco2)nn1S(C)(=O)=O | -1.6 | 3 | 3 | -4 | 1
24 | Cc1ccc(S(=O)(=O)N2[C@@H](c3ccccc3)C(C(=O)O)=CC[C@H]2c2cccs2)cc1 | 0.0 | -4 | 3 | 2 | -19
25 | Cc1ccc(N2CC(C(=O)NCCS(=O)(=O)N3CCN(c4ccc(F)cc4)CC3)CC2=O)cc1 (stereo not drawn) | -0.9 | 0 | -1 | -13 | -6
26 | COc1ccc(Cn2nnc(C(=O)Nc3ccc4c(c3)OCCO4)c2N)cc1Br | -2.1 | -8 | 14 | 8 | 14
27 | COC(=O)c1ccccc1NC(=S)NC(C)=O | -0.9 | 5 | 1 | 5 | 5
28 | Cc1cccc(NS(=O)(=O)c2ccc(C(=O)NCCCN3CCOCC3)cc2)c1C | 1.6 | 4 | 3 | 5 | 2
29 | COC(=O)c1cn(-c2ccc(Cl)cc2)c(=O)c2ccccc12 | 1.1 | 1 | -4 | 0 | -11
30 | Nc1cccc(C(=O)Nc2ccc3nc(-c4cccnc4)[nH]c3c2)c1 | 0.0 | 0 | 0 | 29* | 8

nr | proKLK7 act | ADAM10 inh | HGIII-sPLA2 inh | rCAG RNA binder | NPR1 activator
16 | 0.5 | 10 | 2 | -6 | 2
17 | -0.1 | -2 | -2 | 1 | -4
18 | -0.2 | -6 | 11 | 15 | 0
19 | -0.1 | -4 | 3 | -6 | 2
20 | -0.3 | -1 | 2 | -2 | 5
21 | -1.6 | -21 | 12 | 15 | 0
22 | 0.5 | 2 | 0 | 11 | -1
23 | 0.3 | -2 | 2 | -3 | 3
24 | 0.7 | 1 | -4 | 42* | 2
25 | 0.0 | 2 | 8 | -2 | -3
26 | 2.8 | -2 | -9 | 6 | 10
27 | -0.1 | 1 | 0 | 0 | -1
28 | -0.4 | -1 | 5 | -3 | 1
29 | 0.2 | -1 | 4 | 0 | -4
30 | -0.2 | -3 | 14 | 6 | 1

Carrying on.
nr | compound | GAA850 FXN act | Tn6 DDE FP | GC-B act | ARFGAP1 inh | ASAP1 inh
31 | Cc1nn(-c2ccccc2)c(C)c1-c1cc(C(=O)N/N=C/c2cccnc2)[nH]n1 | x | 2 | -1 | 2 | 6
32 | O=C(Cn1c(COc2ccccc2)nc2ccccc21)Nc1cccc(Cl)c1 | 1.3 | 3 | -5 | 9 | -5
33 | COC(=O)c1ccccc1NC(=O)c1cc(-c2cccs2)on1 | 0.8 | -3 | 0 | -7 | 1
34 | CCC(C)(C)n1nnnc1C(c1cccs1)N1CCN(Cc2ccccc2)CC1 (stereo not drawn) | -3.4 | 0 | -3 | 12 | 3
35 | COc1cccc(CN(C)CCCn2cnc3c(OC)ncnc32)c1 | -1.2 | 0 | -1 | 3 | 3
36 | O=C(/C=C/c1ccccc1)N1CCC(c2ccccc2)C1 (stereo not drawn) | 6.1 | 4 | -2 | 9 | 4
37 | Cc1nn(-c2ccccc2)c(C)c1/C=N/NC(=O)c1cc(-c2ccc(Br)s2)[nH]n1 | -1.2 | -3 | -4 | 3 | -7
38 | CN(C(=O)C1CCCO1)C1CCS(=O)(=O)C1 (stereo not drawn) | 2.4 | 4 | -3 | -5 | -6

nr | proKLK7 act | ADAM10 inh | HGIII-sPLA2 inh | rCAG RNA binder | NPR1 activator
31 | 0.5 | -6 | -1 | -2 | -5
32 | -0.2 | 6 | 11 | 6 | -9
33 | -0.4 | 9 | 7 | 0 | -4
34 | -0.6 | 3 | -1 | -8 | -9
35 | -0.1 | 2 | 1 | 0 | 6
36 | 0.4 | 6 | -8 | -2 | 0
37 | 0.2 | -4 | 4 | 4 | -5
38 | -0.1 | 0 | 0 | 2 | -1

Molecules from the list above with a halogen:
nr | compound | GAA850 FXN act | Tn6 DDE FP | GC-B act | ARFGAP1 inh | ASAP1 inh
6 | O=C(COc1ccccc1)Nc1nnc(-c2ccc(Cl)s2)o1 | 0.2 | 4 | -4 | 6 | 8
13 | COc1ccc(/C=C/CN2CCN(Cc3ccc(F)cc3)C(CCO)C2)cc1 (stereo not drawn) | -1.4 | 3 | 0 | 9 | 1
17 | Cc1ccc(Cl)cc1NC(=O)C(=O)N/N=C/c1ccc2c(c1)OCO2 | 1.0 | 1 | 0 | -2 | -5
19 | CCN(CC(=O)Nc1ccccc1C(F)(F)F)C(=O)CCS(=O)(=O)c1ccc(C)cc1 | 0.2 | -2 | 3 | -3 | -2
25 | Cc1ccc(N2CC(C(=O)NCCS(=O)(=O)N3CCN(c4ccc(F)cc4)CC3)CC2=O)cc1 (stereo not drawn) | -0.9 | 0 | -1 | -13 | -6
26 | COc1ccc(Cn2nnc(C(=O)Nc3ccc4c(c3)OCCO4)c2N)cc1Br | -2.1 | -8 | 14 | 8 | 14
29 | COC(=O)c1cn(-c2ccc(Cl)cc2)c(=O)c2ccccc12 | 1.1 | 1 | -4 | 0 | -11
32 | O=C(Cn1c(COc2ccccc2)nc2ccccc21)Nc1cccc(Cl)c1 | 1.3 | 3 | -5 | 9 | -5
37 | Cc1nn(-c2ccccc2)c(C)c1/C=N/NC(=O)c1cc(-c2ccc(Br)s2)[nH]n1 | -1.2 | -3 | -4 | 3 | -7

nr | proKLK7 act | ADAM10 inh | HGIII-sPLA2 inh | rCAG RNA binder | NPR1 activator
6 | -0.6 | -103 | 1 | 9 | 12
13 | 0.3 | 11 | -14 | -8 | 8
17 | -0.1 | -2 | -2 | 1 | -4
19 | -0.1 | -4 | 3 | -6 | 2
25 | 0.0 | 2 | 8 | -2 | -3
26 | 2.8 | -2 | -9 | 6 | 10
29 | 0.2 | -1 | 4 | 0 | -4
32 | -0.2 | 6 | 11 | 6 | -9
37 | 0.2 | -4 | 4 | 4 | -5
